Tau FP inhib – tau fibrillization inhibition (FP) | P10636 | K18 P301L tau heparin fibrillization, Alexa594 FP, 6 h | Potency, µM (titrated, usually from 57.7 µM), inactives show at the top dose activity, negative = inhibition, most hits filed as inhibitors | 0.39% of 280,000 active | AID 1468; note: nearly all actives have a fitted effect of over 55% in size
Target sequence (P10636 561-689 P618L limits assumed): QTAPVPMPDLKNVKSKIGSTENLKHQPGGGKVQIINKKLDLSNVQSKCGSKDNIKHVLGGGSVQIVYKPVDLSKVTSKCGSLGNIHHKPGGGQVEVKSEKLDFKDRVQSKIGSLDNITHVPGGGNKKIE
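Read-out: fluorescence polarization of Alexa 594-labeled tau (0.24 uM), 555 nm excitation, 632 nm emission. Mixtures held 15 uM unlabeled K18 P301L, compound and 20 uM heparin, pH 7 acetate buffer, incubated 6 hr at 37 C.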
JMJD2E inh – JMJD2E (human) inhibition. Potency, µM (highest dose often 57.1 µM), for inactives: top-dose activity change, negative = inhibition, most hits filed as inhibitors. 1.6% of 230,000 active. JMJD2E catalytic domain, FDH-coupled NADH fluorescence (FDH is formaldehyde dehydrogenase). B2RXH2; active = well fitted inhibition curve with a large enough effect, not every such curve was filed as active; inconclusive = small, poorly fitted or top-dose-only effect, or another doubt; inactive = no such curve, though single readings can be large or run the other way;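 note: 0% = wells with enzyme and -100% = buffer wells without enzyme; nearly all actives have a fitted effect of over 50% in size; many of its hits are not listed in these tables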
RECQ1 helicase – RECQ1 (human) helicase inhibition; AID 2549; P46063; 0.54% of 240,000 active; Potency, µM (doses to about 57.3 µM), for the others: at the highest dose activity, negative = inhibition, most hits filed as inhibitors; RECQ1 DNA unwinding, red fluorescence kinetic read;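 note: plate controls were vehicle for no effect and no enzyme for full effect; nearly all actives have a fitted effect of over 30% in size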
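50 nM RECQ1T1 preincubated 15 min with compound in Tris pH 8.0 buffer with MgCl2, DTT, Tween-20 and 2.5 ug/ml poly(dI-dC); started with 200 nM TAMRA/BHQ-2 forked duplex and 2 mM ATP. Unwinding read as fluorescence (525/598 nm), two reads 2 h apart.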
Tau ThT inhib – blocks human tau fibril formation measured by thioflavin T; AID 1460; 2.1% of 270,000 active; Potency, µM (series often up to 57.4 µM), inactives show top-dose activity, negative = inhibition, hits mostly inhibitors; P10636; recombinant tau K18 P301L (four-repeat tau fragment), heparin-induced fibrillization, ThT fluorescence; note: nearly all actives have a fitted effect of over 55% in size
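In this qHTS, human K18 P301L tau is incubated with compound and heparin for 6 hr at 37 C, and Thioflavin T fluorescence then reports fibril load.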
L3MBTL1 inh – inhibitors of human L3MBTL1. Q9Y468. AlphaScreen L3MBTL1–H3K9me1 peptide binding. Potency, µM (titrated, usually from 57.1 µM), for the others: at the highest dose activity, negative = inhibition, most hits filed as inhibitors. 0.66% of 230,000 active. AID 485360; note: nearly all actives have a fitted effect of over 60% in size
Target sequence (Q9Y468 whole entry, looked up): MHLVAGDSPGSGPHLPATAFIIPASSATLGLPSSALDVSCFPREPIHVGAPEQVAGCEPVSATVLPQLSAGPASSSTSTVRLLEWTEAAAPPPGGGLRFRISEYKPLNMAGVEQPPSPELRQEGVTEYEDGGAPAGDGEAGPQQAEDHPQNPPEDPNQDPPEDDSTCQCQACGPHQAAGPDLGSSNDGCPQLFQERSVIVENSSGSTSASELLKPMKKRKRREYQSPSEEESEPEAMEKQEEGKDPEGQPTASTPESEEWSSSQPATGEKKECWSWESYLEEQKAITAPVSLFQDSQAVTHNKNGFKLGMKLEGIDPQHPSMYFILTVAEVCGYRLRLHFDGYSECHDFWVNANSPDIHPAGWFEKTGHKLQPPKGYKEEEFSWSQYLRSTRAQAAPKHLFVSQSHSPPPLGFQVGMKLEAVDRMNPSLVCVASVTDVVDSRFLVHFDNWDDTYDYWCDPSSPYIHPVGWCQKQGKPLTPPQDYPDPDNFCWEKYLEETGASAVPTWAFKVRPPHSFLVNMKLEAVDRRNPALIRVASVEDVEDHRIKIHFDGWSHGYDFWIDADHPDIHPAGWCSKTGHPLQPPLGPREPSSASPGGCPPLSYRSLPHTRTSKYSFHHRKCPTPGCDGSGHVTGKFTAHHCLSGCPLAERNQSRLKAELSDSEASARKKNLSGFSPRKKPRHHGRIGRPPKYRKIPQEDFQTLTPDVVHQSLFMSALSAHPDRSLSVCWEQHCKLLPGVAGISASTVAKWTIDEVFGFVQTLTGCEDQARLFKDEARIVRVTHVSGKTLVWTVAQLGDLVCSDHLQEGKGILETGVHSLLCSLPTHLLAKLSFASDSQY
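AlphaScreen proximity signal between nickel-chelate acceptor and streptavidin donor beads (final 10 ug/mL) reports binding of 50 nM L3MBTL1 to 75 nM biotin-H3 K9me1 peptide; complex incubated with compounds 30 min at room temperature; cefsulodin titration as control.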
TRb SRC2 PPI – TRbeta-SRC2 interaction inhibition. P10828. 0.065% of 280,000 active. Potency, µM (top dose mostly 106 µM), for the others: at the top dose activity change, negative = inhibition, usual class: inhibitors. TRbeta-SRC2 peptide binding, fluorescence polarization; receptor liganded with 1 µM T3;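 note: plate controls were bound peptide for no effect and peptide without receptor for full effect; nearly all actives have a fitted effect of over 50% in size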
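A fluorescence polarization screen tested compounds at multiple concentrations against complex formation between 0.6 uM TRb ligand-binding domain and 20 nM Texas Red SRC2 peptide, with 1 uM T3 present; readout after 5 hr.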
GoLoco inh red – inhibitors of human Gai1-RGS12 GoLoco interaction (red fluorophore); 0.44% of 230,000 active; Gai1:RGS12 GoLoco peptide FP, rhodamine, 10 min; Potency, µM (titrated, usually from 61.6 µM), inactives show top-dose activity, negative = inhibition, most hits filed as inhibitors; active = well fitted inhibition curve with a large enough effect, not every such curve was filed as active; inactive = no such curve, though single readings can be large or run the other way; note: nearly all actives have a fitted effect of over 30% in size; many of its hits are not listed in these tables
TR SRC2 fluor cs – counter-screen for TRb-SRC2 inhibitors: fluorescence interference. TRb/SRC2 Texas Red total fluorescence interference. Potency, µM (top dose mostly 106 µM), inactives show top-dose fluorescence change, negative = quenching. 0.29% of 280,000 active; active = well fitted curve in either direction with a large enough effect; inconclusive = small, poorly fitted or top-dose-only effect
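Human TRβ ligand-binding domain (0.6 uM) and Texas Red SRC2 peptide (20 nM) in Tris buffer with 1 uM T3 and 5% DMSO were incubated with pinned compound for 5 hr at ambient temperature. Total fluorescence was computed as S + 2P (555/632 nm).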
Numbers without * were called inactive; i = inactive; u = inconclusive; x = not tested or not shown; & = joins results of further samples; [ ] = remark or other dose. Unless noted, calls come from the whole dose curve; as a rule, active = well fitted curve in the direction sought with a large enough effect; inconclusive = small, poorly fitted or top-dose-only effect, or another doubt; inactive = no such curve, though single readings can be large; an effect the other way counts as inactive or inconclusive. Unless noted, % is set by controls: 0 for no effect and ±100 for the full control effect; potency is the fitted concentration of half-maximal effect. A portion of the library; the hit share may differ from the screen's.

SMILES	Tau FP inhib	JMJD2E inh	RECQ1 helicase	Tau ThT inhib	L3MBTL1 inh	TRb SRC2 PPI	GoLoco inh red	TR SRC2 fluor cs
O=c1c2ccccc2c(C=NC2CCS(=O)(=O)C2)c(O)n1-c1ccccc1 (stereo unspecified)	-8.1%	7.5%	-2.0%	-8.3%	0.0%	-1.9%	6.2%	1.0%
Cc1cccc(-c2noc(CN(C(=O)c3ccc4c(c3)OCO4)C(C)C)n2)c1	8.0%	8.5%	i	-0.5%	x	-12.5%	9.4%	-0.5%
Cc1ccc(C(=O)OCCN(C)Cc2ccccc2)cc1	6.5%	5.2%	i	-7.3%	16.4%	3.2%	5.5%	0.7%
CCN(CC)c1ccc(NC(=O)c2ccccc2F)cc1	14.1%	-7.6%	-13.0%	u	-23.1%	5.3%	-18.2%	-1.1%
CCSc1nnc(NC(=O)c2cccc(S(=O)(=O)N(C)c3ccc(C)cc3)c2)s1	-7.7%	102.2%[activator]	-17.5%	-15.5%	1.6%	1.8%	4.8%	2.9%
CSc1nnc(Cc2ccc3c(c2)OCO3)o1	-0.5%	10.5%	2.6%	-0.7%	0.5%	-4.2%	7.2%	0.9%
COCCn1c(SCc2nnc(-c3ccc(OC)c(OC)c3)o2)nnc1-c1ccncc1	-4.5%	-2.6%	-7.2%	x	x	0.8%	4.4%	0.1%
CN1C(=O)NC(NC(=O)c2ccco2)(C(F)(F)F)C1=O (stereo unspecified)	-0.9%	-3.1%	9.0%	-8.9%	8.2%	0.8%	-9.9%	-1.9%
CC(=O)Oc1ccc2c(c1)C(=O)c1ccccc1CO2	8.4%	-1.5%	0.3%	u	x	-0.6%	-0.3%	-1.9%
Cc1ccc(C(=O)Nc2ccc(F)cc2)cc1S(=O)(=O)N1CCOCC1	-10.6%	x	x	-1.4%	x	7.2%	x	-2.4%
CC(C)(C)C1c2[nH]c3ccccc3c2CCN1Cc1cccc(OCCO)c1 (stereo unspecified)	-6.3%	2.4%	-13.0%	0.9%	4.6%	2.1%	4.0%	-5.7%
C=CCN1c2ccccc2[C@]23C[C@@H](C(=O)OC)N(C(=O)c4cccs4)C2=NC(C(=O)OC)=C(C(=O)OC)[C@H]13	-0.1%[11.6 µM]	-6.1%[11.4 µM]	-6.3%[11.5 µM]	u	x	3.4%[11.2 µM]	10.6%[14.2 µM]	3.4%[11.2 µM]
CC(=O)Nc1ccc(S(=O)(=O)Nc2ccc(=O)n(Cc3ccc(Cl)c(Cl)c3)c2)cc1	-1.6%	-7.9%	i	5.6%	6.5%	5.1%	7.2%	-1.0%
COc1ccc(-n2ccn(CC(=O)NCCc3ccccc3)c(=O)c2=O)cc1OC	13.0%	x	x	u	x	-9.9%	x	7.0%
Cc1ccc(F)cc1NC(=O)C1CCCN(c2ncccn2)C1 (stereo unspecified)	-2.3%	-12.3%	-1.1%	-8.4%	13.3%	-4.5%	3.8%	-2.3%
CCCCC(=O)N(c1ccc(OCC)cc1)C1C=CS(=O)(=O)C1 (stereo unspecified)	1.5%	-2.0%	i	1.1%	33.3%[activator][11.4 µM]	2.0%	10.1%	0.5%
CCOc1ccc(CCNC(=O)c2cc(Nc3ccc(C)cc3C)nc3ccccc23)cc1OCC	-1.2%	x	x	-2.4%	x	3.0%	x	-1.6%
CCCCC(O)(CCCC)C(=O)NN(C(=O)OCC)c1ccccc1	5.0%	-1.0%	-5.0%	-2.4%	2.3%	-1.5%	-6.6%	9.8%
CCNc1ccc(C(=O)OCC)cc1NC(=O)c1cccc(N(C)C)c1	-2.0%	-4.6%	-10.9%	u	-9.6%	1.2%	-4.2%	-1.9%
CCOP(=O)(O)c1cccc(OCCOCCOc2cccc(P(=O)(O)OCC)c2)c1	-14.8%	-4.7%	i	-8.6%	x	2.8%	1.2%	-1.1%
CC(C)Cc1nc2ccccc2n1CCc1ccccc1	4.1%	3.0%	-9.1%	-6.0%	11.4%	-4.1%	-0.2%	-4.4%
O=C(CSc1nccn1Cc1ccc(Cl)cc1)Nc1nc2ccccc2s1	-4.1%	x	x	-12.8%	x	0.8%	x	0.5%
Cc1nc2ccc(S(=O)(=O)CCC(=O)Nc3ccccc3C)cc2s1	0.1%	x	x	6.1%	x	-5.3%	x	-0.2%
CC(C)c1nc2ccc(C(=O)NCc3ccc(F)cc3)cc2o1	-5.6%	x	x	6.3%	x	10.3%	x	-5.9%
Cc1cc(C(=O)N/N=C/c2c(C)nn(-c3ccccc3)c2C)c(C)o1	-2.8%	-5.3%	-13.8%	u	29.7%	-3.8%	9.4%	0.6%
O=C(/C(=C/c1cccnc1)n1ccnc1)c1ccc(Cl)cc1Cl	7.6%	0.6%	i	-11.0%	-27.7%	2.5%	6.9%	-0.4%
CCN(CC)c1ccc(CNc2nc3ccccc3n2C)cc1	4.3%	6.3%	-5.5%	x	x	-3.1%	-7.7%	-1.2%
COc1ccc(Nc2ncc(C(=O)Nc3cccc(OC)c3)c3ccccc23)cc1	6.8%	x	x	u	x	3.8%	x	-3.0%
Cc1cccc(CN2CCN([C@@H](c3ccccc3)c3ccc(Cl)cc3)CC2)c1	x	-0.5%[25.5 µM]	-10.8%[25.9 µM]	x	x	0.4%[53 µM]	4.4%[21.6 µM]	0.1%[53 µM]
CC1=C(C(=O)OCc2ccccc2)C(c2cccs2)N2C(=O)CCSC2=N1 (stereo unspecified)	-2.7%	4.3%	-10.9%	-4.4%	x	-0.6%	204.4%[activator]	0.3%

3 compounds drawn at random from those above:
SMILES	Tau FP inhib	JMJD2E inh	RECQ1 helicase	Tau ThT inhib	L3MBTL1 inh	TRb SRC2 PPI	GoLoco inh red	TR SRC2 fluor cs
CC(C)c1nc2ccc(C(=O)NCc3ccc(F)cc3)cc2o1	-5.6%	x	x	6.3%	x	10.3%	x	-5.9%
O=c1c2ccccc2c(C=NC2CCS(=O)(=O)C2)c(O)n1-c1ccccc1 (stereo unspecified)	-8.1%	7.5%	-2.0%	-8.3%	0.0%	-1.9%	6.2%	1.0%
COc1ccc(Nc2ncc(C(=O)Nc3cccc(OC)c3)c3ccccc23)cc1	6.8%	x	x	u	x	3.8%	x	-3.0%

(list continues)
SMILES	Tau FP inhib	JMJD2E inh	RECQ1 helicase	Tau ThT inhib	L3MBTL1 inh	TRb SRC2 PPI	GoLoco inh red	TR SRC2 fluor cs
O=C1NC(=S)S/C1=C\c1cc2ccccc2nc1N1CCCCC1	7.4%	-14.9%	-10.8%	14.1µM*	-14.6%	1.1%	9.5%	-2.2%
CSc1ccc(NC(N)=S)cc1	-3.3%	-4.1%	1.8%	1.2%	-2.2%	-1.6%	8.4%	0.4%
CCOC(=O)c1ccc(NC(=S)NNC(=O)C2(C)CC2(Cl)Cl)cc1 (stereo unspecified)	9.6%	3.0%	-1.8%	u	10.1%	-16.0%	-3.7%	-1.7%
CC1=C(C#N)c2nc(N)c(C#N)c(C)c2/C1=C\c1ccc(-c2ccccc2C(=O)O)o1	u	u	11.2µM*	8.91µM*	15.8µM*	u	54.8%[activator]	u
O=C(NC(=S)Nc1cccc(C(F)(F)F)c1)c1csnn1	-11.3%	-13.3%	i	-8.7%	4.3%	-4.5%	2.2%	6.1%
Cc1cc(C(=O)OCC(N)=O)c(C)n1-c1ccccc1	-3.3%	-21.9%	-10.6%	-6.3%	x	0.2%	-4.7%	-0.5%
Cc1ccc(-n2c(=O)c3c4c(sc3n(Cc3cc(=O)n5cc(Cl)ccc5n3)c2=O)CCC4)cc1C	-1.7%	x	x	-9.7%	x	0.3%	x	-1.6%
COc1ccc2c(c1)cc1c(=O)n(CC(=O)NC3CC3)nc(C)n12	0.9%	x	x	9.4%	x	-0.7%	x	2.7%
CN(C)CCNC(=O)/C(=C/c1ccc(-c2ccc(Cl)cc2)o1)NC(=O)c1ccccc1	-0.5%	3.8%	-2.0%	-8.5%	-0.6%	0.5%	19.1%	-0.3%
COc1cc(/C=N/OCC(=O)NC2CCCCC2)ccc1OCc1ccccc1	0.2%	2.6%	i	-5.1%	-3.5%	-5.5%	2.9%	2.6%
Cc1c(C(=O)N2CCN(C(=O)c3ccco3)CC2)sc2nc(-c3ccc(F)cc3)cn12	4.7%	0.6%	-1.1%	-6.8%	-1.3%	7.4%	8.7%	0.7%
O=C(NC1CCCCCC1)C(Cc1ccccc1)n1cccc1 (stereo unspecified)	0.1%	6.9%	15.1%	x	x	-5.2%	1.7%	0.1%
COc1ccc(N2CCN(S(=O)(=O)CCNC(=O)c3ccc(C(F)(F)F)cc3)CC2)cc1	-1.0%	x	x	-0.8%	x	-0.7%	x	u
N#Cc1ccc(C23CC4(C2)[C@H](CN(Cc2ccc(C(F)(F)F)cc2)[C@@H]4c2ccccc2)C3c2ccc(Cl)nc2)cc1 (stereo partly specified)	-2.8%&10.1%	0.4%&0.3%	-7.4%	-3.0%&1.8%	x	0.8%&-1.9%	6.6%&13.5%	-2.4%&-1.2%
COc1cc(C(=O)N2CCC(C(=O)Nc3cccc(C(C)=O)c3)CC2)cc(OC)c1OC	-2.8%	-4.5%	-1.0%	-2.3%	3.7%	-2.6%	-2.3%	0.9%
CCCSc1nc(O)c(C2OC(=O)c3c2ccc(OC)c3OC)c(=O)n1-c1ccccc1 (stereo unspecified)	-5.7%	-4.7%	-5.1%	-16.1%	x	-0.1%	0.7%	-1.7%
CCOC(=O)c1ccc(NC(=O)Cn2nnc(-c3ccc(F)cc3)n2)cc1	1.2%	3.0%	-14.1%	-0.7%	3.8%	1.2%	2.6%	-3.9%
CN1CCN(C(=O)c2ccc(C(C)(C)C)cc2)CC1	1.5%	3.8%	-2.9%	-5.9%	4.4%	6.2%	12.4%	3.2%
COc1ccc(-c2nn(-c3ccccc3)cc2N)cc1	11.0%	u	-16.1%	u	x	2.1%	-6.7%	-2.4%
CC(C)Cn1c(SCC(=O)c2ccc(Cl)s2)nnc1-c1ccco1	5.3%	8.4%	-8.0%	-9.3%	-13.3%	3.3%	21.2%	-0.2%
Cc1ccc(NC(=O)Cc2c(O)c3ccccc3[nH]c2=O)c(C)c1	-0.2%	u	-4.4%	-5.3%	2.4%	3.2%	3.1%	-0.4%
O=C(O)CNS(=O)(=O)c1ccc(C2CCCCC2)cc1	1.7%	-5.3%	-12.6%	7.3%	-3.0%	1.4%	3.2%	-3.5%

Source: PubChem
